Source: PubChem
DT40 TDP1 CPT – growth inhibition of DT40 Tdp1-/-;hTDP1 cells with camptothecin (screen for TDP1 inhibitors); chicken DT40 Tdp1-/-;hTDP1 cells + 20 nM CPT, ATP luminescence, 48 h; Potency, µM (top dose mostly 46.2 µM), for inactives: top-dose activity change, negative = growth inhibition, hits mostly inhibitors; hit rate 12% among 420,000; AID 686979; note: nearly all actives have a fitted effect of over 55% in size
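Chicken DT40 Tdp1-/- cells complemented with human TDP1, 400 cells/well, exposed to compounds plus 20 nM camptothecin for at least 48 h at 37 C; viability read as ATP content by CellTiter-Glo luminescence.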
KAT2A inh – inhibitors of human GCN5L2 histone acetyltransferase; GCN5L2 HAT assay, ThioGlo1 CoA-SH fluorescence; Potency, µM (top dose mostly 58.9 µM), inactives show at the highest dose activity change, negative = inhibition, usual class: inhibitors; hit rate 0.21% among 390,000
Target sequence (Q92830 whole entry, looked up): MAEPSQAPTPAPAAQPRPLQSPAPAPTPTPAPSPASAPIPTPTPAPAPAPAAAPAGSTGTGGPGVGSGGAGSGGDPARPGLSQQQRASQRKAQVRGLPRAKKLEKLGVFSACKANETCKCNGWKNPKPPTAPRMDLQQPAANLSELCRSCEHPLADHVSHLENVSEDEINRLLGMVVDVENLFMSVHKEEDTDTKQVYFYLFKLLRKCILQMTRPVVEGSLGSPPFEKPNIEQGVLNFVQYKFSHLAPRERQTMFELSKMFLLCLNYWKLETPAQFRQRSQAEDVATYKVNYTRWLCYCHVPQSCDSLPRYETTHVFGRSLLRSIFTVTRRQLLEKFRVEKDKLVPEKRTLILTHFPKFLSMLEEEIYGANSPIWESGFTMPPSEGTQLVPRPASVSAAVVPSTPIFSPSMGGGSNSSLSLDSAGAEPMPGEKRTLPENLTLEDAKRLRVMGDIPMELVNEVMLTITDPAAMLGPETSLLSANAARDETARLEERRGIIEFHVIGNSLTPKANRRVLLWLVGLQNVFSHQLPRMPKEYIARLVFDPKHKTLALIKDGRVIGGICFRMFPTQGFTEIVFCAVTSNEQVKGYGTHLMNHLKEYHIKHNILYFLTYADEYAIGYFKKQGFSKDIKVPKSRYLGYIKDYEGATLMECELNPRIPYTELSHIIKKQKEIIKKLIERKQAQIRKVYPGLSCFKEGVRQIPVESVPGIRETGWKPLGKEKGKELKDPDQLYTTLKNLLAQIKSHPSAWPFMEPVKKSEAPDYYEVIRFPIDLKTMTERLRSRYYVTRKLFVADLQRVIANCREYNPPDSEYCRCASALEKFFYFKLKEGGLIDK
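GCN5L2 (20nM final) in 50mM HEPES, 0.1mM EDTA pH 7.5, 0.01% Tween-20 was preincubated 15 min at room temperature with compound, then given ThioGlo1 (50uM), H3(1-25) peptide (75uM) and acetyl-CoA (70uM); CoA-thiol fluorescence (Ex340/Em540) was read at 0 and 20 min.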
TDP1 cell noCPT – qHTS for Inhibitors of human tyrosyl-DNA phosphodiesterase 1 (TDP1): qHTS in cells in absence of CPT; DT40 Tdp1-/- hTDP1 cells, no CPT, ATP luminescence, 48 h; Potency, µM (titrated, usually from 46.2 µM), without a hit: at the top dose activity change, negative = growth inhibition, hits mostly inhibitors; hit rate 15% among 420,000; AID 686978, 2013; note: nearly all actives have a fitted effect of over 55% in size
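Chicken DT40 Tdp1-/- cells stably complemented with human TDP1 were seeded at 400 cells/well with DMSO in place of 20 nM camptothecin. After compound pinning, cells grew at least 48 hr at 37 °C; viability read by CellTiter-Glo luminescence.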
* = called active by the depositor; ? = inconclusive; / = no result given; & = joins results of further samples. Calls come from the whole dose curve; as a rule, active = well fitted curve in the direction sought with a large enough effect; inconclusive = small, poorly fitted or top-dose-only effect, or another doubt; inactive = no such curve, though single readings can be large; an effect the other way counts as inactive or inconclusive. % is set by controls: 0 for no effect and ±100 for the full control effect; potency is the fitted concentration of half-maximal effect. Not all compounds are listed; the hit share may differ from the screen's.

SMILES	DT40 TDP1 CPT	KAT2A inh	TDP1 cell noCPT
CC1CN(C(=O)COC(=O)c2cc(=O)[nH]c3ccccc23)CC(C)O1 (centres undefined)	2%	/	3%
O=C1C2C3C=CC(O3)C2C(=O)N1Nc1ccccc1 (centres undefined)	-6%	/	-5%
Cn1cc(CCC(=O)NC2CC(C)(C)Cc3c2cnn3-c2ccc(F)cc2)cn1 (centres undefined)	?	?	?
CCOC(=O)Cc1ccc(NC(=O)NCc2cccn2Cc2ccccc2)cc1	13µM*	-7%	21µM*
Cc1c(C(=O)Nc2ccc(F)cc2)sc2nc[nH]c(=O)c12	-7%	-3%	-24%
Cc1cc(-n2c(SCc3ccccc3F)nc3[nH]ncc3c2=O)ccc1Cl	?	-14%	16µM*
CCOC(=O)N1CCN(C(=O)CN2C(=O)/C(=C\c3cccc(OC)c3)SC2=S)CC1	7.9µM*	/	8.9µM*
Cc1ccc(Nc2cc(C)c(O)c(C)c2)cc1	5.2µM*	1%	5.2µM*
CC(/C=N/Nc1nnc2c(n1)[nH]c1ccccc12)=C\c1ccco1	26µM*	-4%	?
Cc1c(S(=O)(=O)Nc2cc(Cl)ccc2Cl)c(=O)n(C)c(=O)n1C	4%	-2%	4%
COc1ccc(CC(=O)NC2CCN(CC(=O)N3CCCc4ccccc43)CC2)cc1OC	-22%	-11%	3.7µM*
COC(=O)c1nn(-c2ccccc2)c(=O)cc1Oc1ccc(Cl)cc1	7%	-3%	-3%
COc1ccccc1CN1C(=O)CN(C2CCCCCC2)C(=O)C1c1ccc(C)cc1 (centres undefined)	16µM*	2%	21µM*
Cc1ccc(-c2cc(C(=O)N3CCN(C4CCS(=O)(=O)C4)CC3)c3ccccc3n2)cc1 (centres undefined)	13µM*	-1%	?
N#CC1=C(N)N(c2ccc(F)cc2)C(=O)C1	-8%	?	-15%
CCN=C(NS(=O)(=O)c1ccc(Br)cc1)c1ccc(Cl)cc1	-23%	-4%	5%
Cc1cc(=O)oc2c(C)c(OC(C)C(=O)NC3CCN(Cc4ccccc4)CC3)ccc12 (centres undefined)	?	-3%	?
C/C(=N/N=C/c1ccc(N(C)C)cc1)c1ccccc1	-26%	1%	?
CCN(CC(=O)NC(=O)NC1CCCC1)Cc1ccccc1	4%	-3%	1%
O=C(Nc1ccc(C(=O)N2CCOCC2)cc1)c1cnn2c(C(F)F)cc(-c3ccccc3)nc12	?	-2%	5.8µM*

2 entries picked at random from those above, as already listed:
SMILES	DT40 TDP1 CPT	KAT2A inh	TDP1 cell noCPT
C/C(=N/N=C/c1ccc(N(C)C)cc1)c1ccccc1	-26%	1%	?
COc1ccc(CC(=O)NC2CCN(CC(=O)N3CCCc4ccccc43)CC2)cc1OC	-22%	-11%	3.7µM*

(cont.)
SMILES	DT40 TDP1 CPT	KAT2A inh	TDP1 cell noCPT
CC(=O)Nc1ccc(NC(=O)COc2cccc3ccccc23)cc1	9.2µM*	/	8.2µM*
CCOc1ccccc1C(=O)Nc1cccc(-c2ccc3nncn3n2)c1	23µM*	-2%	23µM*
O=C(CCCSc1nc2ccccc2[nH]1)NCc1ccccc1F	?	-6%	21µM*
COc1ccc2c(C)cc(=O)oc2c1C	-16%	-3%	-12%
CCn1c(NCc2ccc(N(C)C)cc2)nc2ccccc21	-23%	-14%	?
O=C(CCn1c(=O)c2ccccc2n(CC(=O)Nc2cccc(F)c2)c1=O)NCCc1ccccc1	5%	-1%	-28%
Cc1ccccc1/C(N)=N/OC(=O)N1c2ccccc2Sc2ccccc21	11µM*	-8%	13µM*
CCOC(=O)C1=C(C)N(c2ccc(C)cc2)C(=O)/C1=C\c1cccs1	?	-10%	-16%
CCOc1c(Cl)cc(C(=O)NCCN2CCCCC2)cc1Cl	-29%	-2%	-28%
CN1C2=C(C(=O)CC(C)(C)C2)C(c2cccs2)C2=C1CC(C)(C)CC2=O	0%	/	-13%
CC(=O)NCC(=O)N(C)C(C(=O)Nc1ccc2c(c1)OCCO2)c1ccccc1 (centres undefined)	-4%	1%	-10%
O=C(CNS(=O)(=O)c1ccc([N+](=O)[O-])cc1)N/N=C\c1ccc(O)cc1	?	1%	?
O=C(c1ccc([N+](=O)[O-])cc1)N1CCN(c2ncc(Br)cn2)CC1	?	-9%	?
COc1cc(C2Nc3cc(Cl)c(S(N)(=O)=O)cc3S(=O)(=O)N2)cc(OC)c1OC (centres undefined)	-3%	0%	15%
O=C(Cc1ccccc1)Nc1cccc(C(=O)O)c1O	7%	0%	?
Cc1nc(C)c(C(=O)N2CCCC(C(=O)c3ccc4ccccc4c3)C2)s1 (centres undefined)	?	-20%	33µM*
O=C(C1CCN(c2ncnc3c2nc2n3CCCCC2)CC1)N1CCCCC1	-33%	-24%	?
COc1ccc(C2=C(C)C(N3CCC(C(=O)NCc4ccco4)CC3)=NS2(=O)=O)cc1	-28%	-9%	?
CN(C)C1(CNC(=O)Nc2ccccc2)CCCCC1	5%	-5%	-12%
CCOCCc1nnc(NC(=O)c2cc(OC)c(OC)c(OC)c2)s1	7%	-5%	2%
O=C(Cn1cccc1C(=O)c1ccccc1)NCc1cccnc1	-10%	-11%	-9%
Cc1cc(NS(=O)(=O)c2ccc(Cl)cc2)nn1CC(=O)NCc1ccco1	-2%	-13%	-20%
CN(CC(=O)OCC(=O)NCc1ccccc1)S(=O)(=O)c1ccc(F)cc1	-6%	-10%	19%
Cc1ccc(S(=O)(=O)NC(=O)C2(C)CCN2C(=O)CC2CCCC2)cc1 (centres undefined)	1%	/	2%
O=C(Nc1ccc(N2CCOCC2)c(S(=O)(=O)Nc2ccccc2Cl)c1)c1ccc(F)cc1	?	-16%	?
NC(=O)CSc1nnc(COc2ccccc2)n1Cc1ccco1	1%	-5%	-1%
CSCCC(NC(=O)c1cccc([N+](=O)[O-])c1)C(=O)O (centres undefined)	-4%	2%	-13%
CN(Cc1ccccc1)C(=O)c1ccc(Nc2nc(C(N)Cc3ccccc3)cs2)nc1 (centres undefined)	15µM*	/	13µM*
Cc1cccc(-n2ncc3c(N4CCC5(CC4)OCCO5)ncnc32)c1	?	-1%	?
Clc1ccc(C2CSc3c4ncnc-4ncn32)cc1 (centres undefined)	?	-8%	-15%
CC(=O)Nc1ccc(SCC(=O)N(C)C2CCS(=O)(=O)C2)cc1 (centres undefined)	-14%	-6%	-5%
Cc1ccc(CNCc2ccccc2)s1	-22%	1%	-14%
Cc1ccc(S(=O)(=O)n2ccc3c(OCCOCCNCc4ccc(F)cc4)cccc32)cc1	?	-6%	18µM*
N#Cc1ccc(-c2csc(NNC(=O)c3ccccc3)n2)cc1	?	-6%	?
O=C(O)CCC(CNS(=O)(=O)c1ccccc1)C(F)(F)F (centres undefined)	29%	-5%	-4%
O=Cc1ccc2c(c1)CCN2Cc1ccccc1	-10%	-8%	-1%
CCN(C)C1CN(Cc2cn(Cc3ccccc3)nn2)S(=O)(=O)C1 (centres undefined)	1%	/	-21%
CCc1nc2c(OCc3ccc(OC)cc3)cccn2c1N(C)C(=O)C(C)C	?	/	?
CC1(C)NC(=O)N(CCCCOc2ccc(Cl)cc2)C1=O	?	3%	?
O=C(NCCNS(=O)(=O)c1ccccc1Cl)c1cc(OCC(F)(F)F)ccc1OCC(F)(F)F	-20%	27%	?
CC(=O)Nc1ccc(S(=O)(=O)N(C)CC(=O)OCC(=O)N2CCCCC2)cc1	0%	2%	-12%
O=C(N/N=C/c1ccoc1)c1ccccc1	18%	-11%	6%
CCN(CC)c1nc2c(S(=O)(=O)c3ccc(C)cc3)nnn2c2ccsc12	-5%	-6%	-19%
Cc1ccc(OCc2ccc(-c3nc(C#N)c(N4CCC(C)CC4)o3)o2)cc1	?	2%	21µM*
O=C(CSc1nnc(-c2cccnc2)n1Cc1ccccc1)NCc1ccco1	-11%	-5%	-12%
O=Cc1cn(-c2ccccc2)nc1-c1cccc([N+](=O)[O-])c1	?	/	?
Cc1cc(C)c(Cn2c(C(O)c3ccccc3)nc3ccccc32)c(C)c1 (centres undefined)	18µM*	-4%	9.2µM*
C[N+]12CCC(CC1)C(OC(=O)C(O)(c1ccccc1)c1ccccc1)C2 (centres undefined)	-7%	-5%&1%	-5%
NS(=O)(=O)c1ccc(CCNC(=O)CCNS(=O)(=O)c2ccccc2C(F)(F)F)cc1	-1%	-9%	-5%
O=C(CSc1nc2ccc([N+](=O)[O-])cc2s1)c1ccc2ccccc2c1	-25%	-9%	?

Next results follow.
SMILES	DT40 TDP1 CPT	KAT2A inh	TDP1 cell noCPT
COC(=O)c1cccc(S(=O)(=O)N(Cc2ccco2)Cc2cc3cc(OC)c(OC)cc3[nH]c2=O)c1	?	4%	-18%
CCCCC1(C)OC(=O)C(=Cc2c[nH]c3ccccc23)C(=O)O1 (centres undefined)	26%	-7%	-2%
O=C(c1ccccc1)c1cc2ccc(O)cc2oc1=O	?	-6%	-23%
CCOc1ccccc1-n1ccn(CC(=O)Nc2ccc(Br)cc2F)c(=O)c1=O	-25%	-14%	?
CC(=O)c1c(C)[nH]c(C(=O)OCC(=O)c2c(N)n(CC(C)C)c(=O)n(C)c2=O)c1C	?	-1%	23µM*
C[C@@]12CCC(O)C[C@H]1CCc1ccccc12 (some centres undefined)	7%	-2%	-15%
CC(C)(C)OC(=O)N1CCC(c2c(C(=O)N3CCN(C(=O)c4ccco4)CC3)cnn2-c2cccc(Cl)c2)CC1	?	-14%&-2%	?
CC1CCCC(C)N1C(=O)Cn1c(=O)sc2ccccc21 (centres undefined)	10%	-3%	-14%
CC(C)CCN(C(=O)c1ccc(Br)cc1)c1c(N)n(Cc2ccccc2)c(=O)[nH]c1=O	-22%	1%	1%
CCc1noc(C)c1C(=O)N1CCCC(N2CCN(c3ccccc3F)CC2)C1 (centres undefined)	-24%	1%	-11%
CCn1c(SC)nnc1-c1sc2cc(Cl)ccc2c1Cl	16µM*	-3%	?
COc1ccccc1CNC(=O)CCn1c(=O)c2ccccc2n(CC(=O)Nc2ccc(Br)cc2F)c1=O	23µM*	-5%	?
Cc1ccc(S(=O)(=O)O/N=C2\CCCc3ccccc32)cc1	-22%	-4%	-1%
Cc1cc(C)c2sc(NNC(=O)c3ccc(S(=O)(=O)N4CCc5ccccc5C4)cc3)nc2c1	3.3µM*	-9%	2.6µM*
Cc1ccc(Cn2nc(C)c(NC(=O)c3cc(C)no3)c2C)cc1	9%	-10%	-1%
CCOc1cccc(C(=O)NNC(=O)C2C3C=CC(C3)C2C(=O)O)c1 (centres undefined)	-13%	-3%	17%
CCCc1nn2c(=O)cc(COC(=O)c3cccc(NC(=O)CCc4ccccc4)c3)nc2s1	-20%	5%	-27%
CC(=O)OC1CCC2(C)C3CC(=O)C4(C)C(CC5OC6(CCC(C)CO6)C(C)C54)C3CC[C@H]2C1 (some centres undefined)	3%	6%	0%
Cc1cc(C)cc(N2C(N)=NC(N)=NC2c2cccc(Cl)c2)c1 (centres undefined)	?	-6%	5.2µM*

Ordered by molar mass (smallest number first): part of the list above.
SMILES	DT40 TDP1 CPT	KAT2A inh	TDP1 cell noCPT
COc1ccc2c(C)cc(=O)oc2c1C	-16%	-3%	-12%
O=C(N/N=C/c1ccoc1)c1ccccc1	18%	-11%	6%
N#CC1=C(N)N(c2ccc(F)cc2)C(=O)C1	-8%	?	-15%
CN(C)C1(CNC(=O)Nc2ccccc2)CCCCC1	5%	-5%	-12%
CC(/C=N/Nc1nnc2c(n1)[nH]c1ccccc12)=C\c1ccco1	26µM*	-4%	?
Cc1cc(C)c(Cn2c(C(O)c3ccccc3)nc3ccccc32)c(C)c1 (centres undefined)	18µM*	-4%	9.2µM*
COC(=O)c1nn(-c2ccccc2)c(=O)cc1Oc1ccc(Cl)cc1	7%	-3%	-3%
CCOCCc1nnc(NC(=O)c2cc(OC)c(OC)c(OC)c2)s1	7%	-5%	2%
Cc1ccccc1/C(N)=N/OC(=O)N1c2ccccc2Sc2ccccc21	11µM*	-8%	13µM*
Cc1nc(C)c(C(=O)N2CCCC(C(=O)c3ccc4ccccc4c3)C2)s1 (centres undefined)	?	-20%	33µM*
CCc1noc(C)c1C(=O)N1CCCC(N2CCN(c3ccccc3F)CC2)C1 (centres undefined)	-24%	1%	-11%
CCN=C(NS(=O)(=O)c1ccc(Br)cc1)c1ccc(Cl)cc1	-23%	-4%	5%
COC(=O)c1cccc(S(=O)(=O)N(Cc2ccco2)Cc2cc3cc(OC)c(OC)cc3[nH]c2=O)c1	?	4%	-18%
